# DNMT1 block – inhibitors of human DNMT1; P26358; DNMT1 molecular beacon, Hinp1I cleavage, fluorescence; inhibition (reported as % activation of signal), % at 10 µM; actives 0.83% (n = 360,000); AID 588458; in the data active = inhibition above about 50%
# Target sequence (P26358 504-1616 limits assumed): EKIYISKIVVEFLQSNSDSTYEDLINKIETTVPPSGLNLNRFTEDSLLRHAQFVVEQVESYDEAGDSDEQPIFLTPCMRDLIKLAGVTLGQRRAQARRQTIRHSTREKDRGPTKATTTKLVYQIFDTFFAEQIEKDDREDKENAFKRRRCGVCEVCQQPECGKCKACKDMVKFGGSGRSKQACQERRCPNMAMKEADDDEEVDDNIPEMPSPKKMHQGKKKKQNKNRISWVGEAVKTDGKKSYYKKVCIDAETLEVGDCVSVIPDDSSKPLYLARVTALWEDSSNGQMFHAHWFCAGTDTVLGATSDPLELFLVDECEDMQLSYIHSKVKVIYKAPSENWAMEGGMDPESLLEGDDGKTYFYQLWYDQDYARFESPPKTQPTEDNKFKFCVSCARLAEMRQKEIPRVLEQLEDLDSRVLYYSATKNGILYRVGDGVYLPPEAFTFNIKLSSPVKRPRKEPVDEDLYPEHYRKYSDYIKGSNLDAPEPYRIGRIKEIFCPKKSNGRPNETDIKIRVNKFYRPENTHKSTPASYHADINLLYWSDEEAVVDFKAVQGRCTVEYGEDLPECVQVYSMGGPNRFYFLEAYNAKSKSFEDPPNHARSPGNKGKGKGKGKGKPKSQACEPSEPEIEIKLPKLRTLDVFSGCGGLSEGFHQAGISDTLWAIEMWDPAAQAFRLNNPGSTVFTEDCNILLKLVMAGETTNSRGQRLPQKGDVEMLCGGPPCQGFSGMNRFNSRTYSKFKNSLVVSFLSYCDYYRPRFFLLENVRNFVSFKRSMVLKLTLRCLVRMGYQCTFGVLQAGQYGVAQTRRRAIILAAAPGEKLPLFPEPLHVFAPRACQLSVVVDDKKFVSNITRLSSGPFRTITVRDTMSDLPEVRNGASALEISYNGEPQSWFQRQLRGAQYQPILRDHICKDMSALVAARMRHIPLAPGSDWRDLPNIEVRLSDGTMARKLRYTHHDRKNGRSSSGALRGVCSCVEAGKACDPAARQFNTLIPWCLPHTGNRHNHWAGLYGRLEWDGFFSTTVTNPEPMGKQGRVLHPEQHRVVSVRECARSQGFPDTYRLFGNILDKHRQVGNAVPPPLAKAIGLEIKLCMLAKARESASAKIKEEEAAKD
# Neddylation inh – blocks human cullin neddylation | calls only at 25 µM | AID 651699 | actives 0.58% (n = 360,000) | TR-FRET cullin neddylation, biochemical; in the data active = inhibition above about 36%
# Tb MetRS inh – blocks T. brucei methionyl-tRNA synthetase activity; AID 624268; actives 0.4% (n = 360,000); purified T. brucei MetRS, ATP depletion, Kinase-Glo luminescence; inhibition, % at 11.9 µM;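 active = inhibition above a per-plate cutoff of the control wells' mean inhibition plus 3 SD, cut at about 5.5% in these data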;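 note: 0% = DMSO wells median and 100% = median of wells with control inhibitor compound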
#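 Material: T. brucei methionyl-tRNA synthetase, purified; reagent: substrates ATP, L-methionine and bulk Escherichia coli tRNA; dosing: 11.9 µM single point; timing: 15 min plus 2 h at 25 °C; detection: luminescence of leftover ATP; evaluation: % inhibition; control set: DMSO-only wells as low control; replicates: singlicate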
# SKN-1 inh – C. elegans SKN-1 inhibition. C. elegans VP596 Pgst-4::GFP/RFP ratio, acrylamide-induced, 24 h. inhibition, % at 21.8 µM. actives 0.49% (n = 360,000). AID 624304;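 active = interference check ratio from 0.5 to 1.5 plus GFP to RFP signal ratio inhibition reaching or exceeding a fixed threshold, cut at about 30% in these data, passing the limit was not always enough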; note: some compounds called inactive have numbers as strong as hits
# LMPTP block – LMPTP (human) inhibition; recombinant LMPTP-A, OMFP fluorogenic substrate, fluorescence intensity; actives 0.22% (n = 360,000); inhibition, % at 20 µM; AID 651560; P24666;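 active = compounds that cut the enzyme signal by at least half of the control window in the single-dose screen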;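 note: plate controls were DMSO wells with enzyme plus substrate for no effect and substrate without enzyme for full effect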
#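 Assay system: LMPTP-A enzyme. Input: 0.625 nM LMPTP-A final. Probe or stimulus: 400 µM OMFP. Compound dosing: single 20 µM dose. Schedule: 50 min dark incubation at room temperature. Detection: fluorescence intensity of OMFP turnover product. Read-out: percent inhibition versus substrate-only and uninhibited controls. Benchmarks: no-enzyme low control, uninhibited high control.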
# SUMO1-SIM PPI – SUMO1-SIM interaction modulation. SUMO1 binding to a labelled peptide, TR-FRET, 1 h. inhibition, % at 20 µM. actives 0.33% (n = 360,000); in the data active = inhibition above about 37%
# NRP1-CendR mod – modulators of CendR peptide binding to human neuropilin-1; FAM-RPARPAR peptide binding to NRP-1, fluorescence polarization; actives 0.85% (n = 360,000); inhibition, % at 25 µM; AID 602438; O14786;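 active = inhibition or corrected inhibition above about 18%, plus a signal ratio from 0.5 to 1.5, limit read from the data, passing the limit was not always enough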; note: strong numbers were not always called active
# NadD block – blocks S. aureus nicotinate mononucleotide adenylyltransferase. inhibition, % at 20 µM. actives 0.78% (n = 360,000). AID 602399. purified NadD enzyme, colorimetric absorbance read-out; in the data active = inhibition above about 26%; note: some compounds past the cut are filed as inactive
# Scp-1 inhibitor – Scp-1 (human) phosphatase inhibition. inhibition, % at 20 µM. AID 493091. Recombinant Scp1, phosphopeptide, malachite green phosphate absorbance. actives 0.88% (n = 340,000);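 active = inhibition above about 50% at 20 µM, limit read from the data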;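 note: plate controls were DMSO wells with enzyme for no effect and wells lacking enzyme for full effect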
#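 Assay system: SCP-1 catalytic fragment, aa 76-261 | Buffer or medium: Tris acetate buffer pH 5.5 with MgCl2 and Tween-20 | Compound: One concentration, 20 µM, with 1.0% DMSO | Also added: Phospho 17-mer peptide substrate | Signal: Absorbance at 630 nm | Incubation: 45 min enzyme reaction at room temperature | Measure: % inhibition of SCP-1 phosphate liberation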
# STEP inh – inhibitors of human striatal-enriched phosphatase STEP; P54829; recombinant STEP, OMFP fluorogenic substrate, fluorescence; inhibition, % at 20 µM; actives 0.25% (n = 360,000);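 active = inhibition at 20 µM, scaled per plate between control wells, above about 37%, limit read from the data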;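 note: 0% = DMSO with enzyme and substrate and 100% = substrate only without enzyme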
#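 Assay system: isolated STEP enzyme / Timing: 20 min at room temperature, dark / Doses: 20 µM, 1% DMSO / Technique: fluorescence intensity, excitation 480 nm, emission 540 nm / Reagent: fluorogenic phosphatase substrate OMFP at 25 µM final / Measure: percent inhibition scaled to no-enzyme and uninhibited-enzyme controls, plate-pattern corrected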
# Numbers without * were called inactive; i = inactive; x = not tested or not shown. Not a hit list. About 4.6% of those tested had a hit in this group.
no.	molecule	DNMT1 block	Neddylation inh	Tb MetRS inh	SKN-1 inh	LMPTP block
1	CC1CCN(C(=O)CN(CCc2ccccc2)S(C)(=O)=O)CC1	3	i	-0.7	-19	-1.6
2	Cc1cnc(C(=O)OCC(=O)Nc2cccc(Cl)c2)cn1	2	i	-0.4	-3	-1.4
3	COc1ccc(C2C=C(C34CC5CC(CC(C5)C3)C4)NC(=S)N2)cc1 (stereo unspecified)	5	i	-0.8	5	1.3
4	c1ccc(C2(CN3CCNC[C@H]3Cc3cccc4ccccc34)CC2)cc1	1	i	-0.4	-14	-0.6
5	COc1ccccc1NC(=S)NCc1cccnc1	0	i	-0.8	-11	-1.7
6	COc1ccc(NC(=O)C(NC(=O)c2ccc(C)cc2)c2ccccc2)cc1 (stereo unspecified)	-8	i	-1.2	-4	-0.2
7	COc1cc(C(=O)NNC(=O)CNC(=O)C2CCCCC2)ccc1OC(C)C	3	i	-0.2	0	-0.4
8	COc1ccc(S(=O)(=O)N2CCN(C(C)C(=O)Nc3ccc(C(C)C)cc3)CC2)cc1 (stereo unspecified)	2	i	-0.1	-17	0.6
9	Cc1nn(Cc2c(F)c(F)c(F)c(F)c2F)c(C)c1NC(=O)c1cccc(COc2ccc(Cl)cc2)c1	-1	i	-0.1	4	1.4
10	O=C(NCC1CCCO1)C(Cc1ccccc1)N1C(=O)C2C3C=CC(C4CC34)C2C1=O (stereo unspecified)	-1	i	-0.3	3	-1.1
11	Cc1ccc(C)c(Cc2c(C)nc(C)[nH]c2=O)c1	-2	i	0.9	2	-1.0
12	COc1ccccc1NS(=O)(=O)c1cccc(C(=O)N/N=C(\C)c2cccnc2)c1	2	i	-0.5	2	-0.4
13	O=C(NCc1ccccn1)C1CCN(S(=O)(=O)c2ccc(Br)cc2)CC1	1	i	-0.7	10	0.6
14	CSc1ccc(NC(=O)N2CC(C)OC(C)C2)cc1 (stereo unspecified)	0	i	-0.5	-8	-1.6
15	Cc1ccc(S(=O)(=O)c2cc3c(=O)n4cccc(C)c4nc3n(CCc3ccccc3)c2=N)cc1C	1	i	0.5	-16	-0.5

no.	SUMO1-SIM PPI	NRP1-CendR mod	NadD block	Scp-1 inhibitor	STEP inh
1	2	5	7	-8	-4
2	0	-11	-1	-5	1
3	-2	14	15	1	-2
4	-37	-4	0	3	-1
5	-3	-21	1	-5	-2
6	1	-16	0	-11	-2
7	-3	-5	-1	-21	-3
8	4	1	-3	5	0
9	0	2	15	-1	5
10	2	2	5	-3	4
11	0	0	1	-10	1
12	-4	-3	-8	-2	-1
13	1	3	-4	4	-1
14	-2	11	-1	9	5
15	5	0	-2	-5	2

# Two records drawn at random from the list so far, as already listed:
no.	molecule	DNMT1 block	Neddylation inh	Tb MetRS inh	SKN-1 inh	LMPTP block
10	O=C(NCC1CCCO1)C(Cc1ccccc1)N1C(=O)C2C3C=CC(C4CC34)C2C1=O (stereo unspecified)	-1	i	-0.3	3	-1.1
15	Cc1ccc(S(=O)(=O)c2cc3c(=O)n4cccc(C)c4nc3n(CCc3ccccc3)c2=N)cc1C	1	i	0.5	-16	-0.5

no.	SUMO1-SIM PPI	NRP1-CendR mod	NadD block	Scp-1 inhibitor	STEP inh
10	2	2	5	-3	4
15	5	0	-2	-5	2

# (continued)
no.	molecule	DNMT1 block	Neddylation inh	Tb MetRS inh	SKN-1 inh	LMPTP block
16	Cc1c(C(=O)Nc2ccc(N3CCOCC3)cc2)cccc1[N+](=O)[O-]	-2	i	-0.3	8	-1.2
17	C=CCn1c(COc2ccc(F)cc2)nnc1SCC(=O)NC1CC1	3	i	-0.5	0	-1.0
18	CC(=O)Oc1cccc(/C=c2\sc3nc(-c4ccco4)nn3c2=O)c1	61*	i	-1.0	7	-0.6
19	C/C(=N\NC(=O)c1ccc(OC2CCCC2)cc1)c1ccc(O)cc1	0	i	0.1	8	-0.4
20	NNC(=O)Cn1nc(Cc2ccccc2)n(N)c1=O	2	i	-0.2	20	-1.4
21	Cc1ccc(CN2CC(N3CCCCC3)CS2(=O)=O)cc1 (stereo unspecified)	3	i	-0.4	19	-0.8
22	COC(=O)c1ccc(C(C(=O)NCc2ccccc2)N(Cc2ccco2)C(=O)c2cnccn2)cc1 (stereo unspecified)	-4	i	-1.3	-5	2.2
23	COc1cccc(N2CCN(C(=O)c3ccc4nc(N5CCCCC5)sc4c3)CC2)c1	-3	i	-0.2	4	1.6
24	CC1(C)CC(=O)c2cnc(NC(=O)CCc3ccccc3)nc2C1	4	i	-0.5	-1	-3.2
25	Cc1nn(C)cc1/C=C1\SC(=S)NC1=O	0	i	-0.2	15	-0.5
26	CCOC(=O)c1ccc(NC(=O)c2nn(CC)cc2Br)cc1	-7	i	-0.9	7	0.3
27	CSc1ncccc1C(=O)OCC(=O)NCCc1ccccc1	2	i	-0.1	-6	0.1
28	CCC(NC(=O)c1ccccc1NC(=O)c1ccc(OC)cc1)C(=O)N1CCCC1 (stereo unspecified)	-2	i	-0.3	18	-1.4
29	COc1ccccc1C(c1c(O)nc(SC)[nH]c1=O)c1c(O)nc(SC)[nH]c1=O	-1	i	0.0	17	-1.4
30	O=C(NNC(=S)Nc1ccccc1)C1CC1	3	i	-0.1	-2	-1.1

no.	SUMO1-SIM PPI	NRP1-CendR mod	NadD block	Scp-1 inhibitor	STEP inh
16	-6	-32	-2	-7	-5
17	1	0	-3	-5	0
18	26	-48	2	14	2
19	-3	-7	1	1	-1
20	2	6	4	-6	5
21	1	12	-7	x	1
22	3	0	-1	-1	-4
23	4	-6	-2	-1	1
24	1	6	2	6	-6
25	0	-12	1	-3	0
26	2	-10	-3	6	1
27	5	8	1	0	3
28	5	1	-4	-2	3
29	5	-1	-8	-11	-2
30	-2	-9	-3	-5	-2

# As entered above.
# Tb MetRS inh with entry 29 → 0.0
# SUMO1-SIM PPI with entry 18 → 26

# Record cards, as listed above.
# Cc1nn(C)cc1/C=C1\SC(=S)NC1=O across the screens: DNMT1 block = 0; Neddylation inh = i; Tb MetRS inh = -0.2; SKN-1 inh = 15; LMPTP block = -0.5; SUMO1-SIM PPI = 0; NRP1-CendR mod = -12; NadD block = 1; Scp-1 inhibitor = -3; STEP inh = 0
# O=C(NNC(=S)Nc1ccccc1)C1CC1 across the screens: DNMT1 block = 3; Neddylation inh = i; Tb MetRS inh = -0.1; SKN-1 inh = -2; LMPTP block = -1.1; SUMO1-SIM PPI = -2; NRP1-CendR mod = -9; NadD block = -3; Scp-1 inhibitor = -5; STEP inh = -2
# CSc1ncccc1C(=O)OCC(=O)NCCc1ccccc1 across the screens: DNMT1 block = 2; Neddylation inh = i; Tb MetRS inh = -0.1; SKN-1 inh = -6; LMPTP block = 0.1; SUMO1-SIM PPI = 5; NRP1-CendR mod = 8; NadD block = 1; Scp-1 inhibitor = 0; STEP inh = 3

# (further entries)
no.	molecule	DNMT1 block	Neddylation inh	Tb MetRS inh	SKN-1 inh	LMPTP block
31	COC(=O)c1cc(-c2ccc(S(=O)(=O)N3CCCC(C)C3)cc2)c(C(F)(F)F)s1 (stereo unspecified)	1	i	-0.2	-2	4.6
32	O=C(NC(=S)N1CCCCC1)c1cccnc1	3	i	-0.2	-1	-2.6
33	COc1ccc(C(CCc2ccc(C)o2)NC(=O)Nc2ccc(OC)cc2OC)cc1 (stereo unspecified)	-6	i	-0.7	7	4.8
34	O=S(=O)(NCc1ccccc1)c1cccs1	1	i	0.2	-30	-0.8
35	O=C1C=C(c2cc(Cl)cc(Cl)c2)C[C@@H](c2ccc3c(c2)OCO3)C1	3	i	0.3	-6	2.2
36	COc1ccc(/C=N/NC(=O)c2ccc(Br)cc2)c(OC)c1	-7	i	-1.1	4	0.3
37	CCCCN(CCCC)C(=S)NC(=O)C(C)(C)C	0	i	0.0	-4	-1.8
38	COc1cc(NC(=O)C(Cc2ccccc2)n2cccc2)cc(OC)c1 (stereo unspecified)	9	i	-1.3	-13	1.0
39	O=C(CSc1ccccc1F)OCC(=O)N1CCN(C(=O)c2ccco2)CC1	5	i	-0.1	-9	-0.4
40	COCc1cc(=O)[nH]c(N2CCN(Cc3ccc4c(c3)OCO4)CC2)n1	0	i	0.1	15	-0.5
41	CC(=O)c1c(C)[nH]c(C(=O)NCCc2ccccc2)c1C	-2	i	-0.6	-10	-2.1
42	O=C(NNC(=S)NC(=O)c1ccc(F)cc1)c1cccnc1	-1	i	0.1	15	-0.9
43	CC(C)C(=O)Nc1ccc(Cc2ccc(NC(=O)C(C)C)c(O)c2)cc1O	-4	i	0.0	9	-0.1
44	CCOC(=O)/C(C#N)=C/C1=C(N2CCOCC2)CC(C)(C)OC1	2	i	-0.2	-1	4.5
45	CCOC(=O)C1=C(C)N=C(/N=C/N(C)C)SC1c1ccccc1 (stereo unspecified)	-2	i	-0.4	9	-0.4

no.	SUMO1-SIM PPI	NRP1-CendR mod	NadD block	Scp-1 inhibitor	STEP inh
31	2	12	5	-2	5
32	0	-4	4	-1	-6
33	-4	-3	-5	-11	2
34	4	-11	-6	-2	6
35	-1	1	-2	-4	2
36	-5	-3	-8	-1	0
37	2	-6	-2	-5	1
38	-1	5	-9	-14	1
39	-3	8	-3	5	-2
40	3	12	3	-1	2
41	2	-4	3	-2	-2
42	4	-1	4	-6	1
43	0	-2	2	-7	2
44	-2	3	-4	-7	-2
45	-2	0	-6	-8	4

# Further structures follow.
no.	molecule	DNMT1 block	Neddylation inh	Tb MetRS inh	SKN-1 inh	LMPTP block
46	CCCCOc1ccc(/C=N/NC(=S)Nc2cc(C)ccc2C)cc1	2	i	-1.1	-23	3.1
47	CC(C)c1ccc(NC(=O)COC(=O)[C@@H]2CCCN2C(=O)c2cccs2)cc1	-3	i	-0.1	-4	2.7
48	CCN1C(=O)[C@H]2[C@@H](c3ccc(C)cc3)N3C(=O)N(c4ccc(C(F)(F)F)cc4)C(=O)[C@@]3(CC)[C@H]2C1=O	0	i	0.1	-4	1.1
49	COc1ccc(CNC2=CC(=O)CC(C)(C)C2)cc1	2	i	0.0	0	-0.7
50	COc1ccc(Nc2cc(C)nc3nc(C)nn23)c(OC)c1	8	i	-1.2	1	-1.7
51	COc1cc(/C=C/c2ccccc2)cc(OC)c1	3	x	-0.3	-5	1.8
52	O=C(c1ccc(N2CCCCC2)c([N+](=O)[O-])c1)N(Cc1ccccc1)c1ccccn1	-3	i	0.0	18	2.1
53	CC(C)c1ccc(NC(=O)C2CCCN(S(=O)(=O)c3ccc4c(c3)C(C)(C)C(=O)N4C)C2)cc1 (stereo unspecified)	-17	i	-0.5	3	2.4

no.	SUMO1-SIM PPI	NRP1-CendR mod	NadD block	Scp-1 inhibitor	STEP inh
46	1	3	0	-5	2
47	1	2	-4	-10	1
48	-1	-10	2	-10	0
49	-6	-5	0	-6	0
50	6	-8	1	-4	1
51	-2	15	-5	-15	-1
52	-15	-3	3	-4	2
53	2	-3	-6	-5	-3

# Compound activity deposited in PubChem BioAssay by several laboratories.
